Bioassay records as filed in PubChem BioAssay.
HTT cytoprotect: qHTS Multiplex Assay to Identify Dual Action Probes in a Cell Model of Huntington: Cytoprotection (ATP); AID 1471, 2008; PC12 HTT-Q103 induced, cytoprotection, ATP luminescence, 40 h; actives 0.14% (n = 230,000); Potency, µM (highest dose often 56.4 µM), for inactives: cytoprotection (ATP increase), actives largely listed as activators;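 further: % of control where 0% means no effect; nearly all actives have a fitted effect of over 45% in size; toxic huntingtin expression switched on by the ecdysone agonist tebufenozide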
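Rat PC12, Q103 Htt exon1-GFP fusion, ecdysone promoter; tebufenozide inducer 100 nM final; compound titration; qHTS, 1500 cells/well; ATPlite luminescent read.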
Tau FP inhib: qHTS for Inhibitors of Tau Fibril Formation, Fluorescence Polarization; K18 P301L tau heparin fibrillization, Alexa594 FP, 6 h; Microtubule-associated protein tau (Homo sapiens), P10636; Potency, µM (highest dose often 57.7 µM), inactives show at the highest dose activity, negative = inhibition, hits mostly inhibitors; actives 0.39% (n = 280,000); further: on the % scale 0 is the no-effect control and ±100 the full control effect; nearly all actives have a fitted effect of over 55% in size
Target sequence (P10636 561-689 P618L limits assumed): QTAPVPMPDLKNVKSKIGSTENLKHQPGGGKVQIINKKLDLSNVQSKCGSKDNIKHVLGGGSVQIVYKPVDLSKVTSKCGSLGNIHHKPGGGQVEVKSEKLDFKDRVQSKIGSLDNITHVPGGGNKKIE
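Human K18 P301L fragment (15 uM unlabeled plus 0.24 uM Alexa 594-labeled) in 100 mM sodium acetate pH 7 with compound, aggregation induced by 20 uM heparin for 6 hr at 37 C. ThT (30 uM) added for 1 hr, then Alexa 594 FP read.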
Tau ThT inhib: qHTS for Inhibitors of Tau Fibril Formation, Thioflavin T Binding. Microtubule-associated protein tau (Homo sapiens), P10636. recombinant tau K18 P301L, heparin-induced fibrillization, ThT fluorescence. Potency, µM (top dose mostly 57.4 µM), without a hit: at the highest dose activity, negative = inhibition, hits mostly inhibitors. actives 2.1% (n = 270,000). AID 1460, 2008; further: on the % scale 0 is the no-effect control and ±100 the full control effect; nearly all actives have a fitted effect of over 55% in size
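In this qHTS, human K18 P301L tau is incubated with compound and heparin for 6 hr at 37 C, and Thioflavin T fluorescence then reports fibril load.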
aGlu spleen mod: qHTS Assay for Inhibitors and Activators of Human alpha-Glucosidase From Spleen Homogenate; Lysosomal alpha-glucosidase (Homo sapiens), P10253; human spleen homogenate, 4-MU-alpha-glucoside fluorescence; Potency, µM (doses to about 79.9 µM), for inactives: at the highest dose activity change, negative = inhibition, hits mostly inhibitors; actives 0.006% (n = 240,000); AID 2112, 2009;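 further: 0% = enzyme with vehicle and -100% = no enzyme basal signal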
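AC50 values come from Hill-equation fits of concentration-response data, normalized to no-enzyme and full-activity controls. Enzyme source: 1 ug human spleen homogenate; 1 mM fluorogenic 4-MU glucoside, pH 5.0 citrate buffer, 37 C, 40 min.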
Tau fluor counter: Counterscreen qHTS for Inhibitors of Tau Fibril Formation, Fluorescence Polarization; tau K18 P301L Alexa594 fluorescence, heparin fibrillization; AID 1463, 2008; Potency, µM (titrated, usually from 57.7 µM), for the others: top-dose activity change, negative = decrease; actives 0.93% (n = 280,000); further: on the % scale 0 is the no-effect control and ±100 the full control effect; nearly all actives have a fitted effect of over 55% in size
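Human tau K18 P301L (15 uM unlabeled, 0.24 uM Alexa 594-labeled) in 100 mM sodium acetate pH 7 with 20 uM heparin, 6 hr at 37 C. ThT 30 uM added, 1 hr ambient; Alexa 594 FP and total fluorescence read at 555/632 nm.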
GAA inh: qHTS Assay for Inhibitors of Human alpha-Glucosidase as a Potential Chaperone Treatment of Pompe Disease; Potency, µM (doses to about 76.9 µM), for inactives: at the top dose activity change, negative = inhibition, hits mostly inhibitors; Lysosomal alpha-glucosidase (Homo sapiens), P10253; actives 0.005% (n = 200,000); purified human GAA, 4-MU-alpha-glucoside fluorescence;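 further: plate controls were uninhibited enzyme wells for no effect and no-enzyme background for full effect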
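AC50 values come from Hill fits of compound titrations (up to 77 uM) against 4 nM human enzyme. Substrate 4-methylumbelliferyl-alpha-D-pyranoside at 400 uM, pH 5.0 citrate buffer, 20 min room temperature; fluorescence Ex 365/Em 440 after alkaline stop.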
GAA glycogen mod: qHTS Assay for Inhibitors and Activators of Human alpha-Glucosidase Cleavage of Glycogen; AID 2100, 2009; actives 0.38% (n = 300,000); Potency, µM (highest dose often 76.4 µM), for inactives: at the highest dose activity change, negative = inhibition, actives largely listed as inhibitors; recombinant GAA, glycogen substrate, Amplex Red glucose oxidase fluorescence;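 further: 0% = full enzyme reaction and -100% = no-enzyme basal signal; the screen sought inhibitors and activators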
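Natural-substrate format: glycogen cleavage by 4 nM human enzyme, glucose read by Amplex Red coupling (Ex 573, Em 610 nm). Normalized to enzyme and no-enzyme controls.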
aGal spleen mod: qHTS Assay for Inhibitors and Activators of Human alpha-Galactosidase From Spleen Homogenate. Potency, µM (highest dose often 80 µM), for inactives: at the highest dose activity change, negative = inhibition, actives largely listed as inhibitors. Alpha-galactosidase A (Homo sapiens), P06280. actives 0.008% (n = 240,000). AID 2107, 2009. human spleen homogenate, 4MU-alpha-Gal fluorescence, 40 min;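 further: 0% = enzyme with vehicle and -100% = no enzyme basal signal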
Target sequence (P06280 32-429 limits assumed): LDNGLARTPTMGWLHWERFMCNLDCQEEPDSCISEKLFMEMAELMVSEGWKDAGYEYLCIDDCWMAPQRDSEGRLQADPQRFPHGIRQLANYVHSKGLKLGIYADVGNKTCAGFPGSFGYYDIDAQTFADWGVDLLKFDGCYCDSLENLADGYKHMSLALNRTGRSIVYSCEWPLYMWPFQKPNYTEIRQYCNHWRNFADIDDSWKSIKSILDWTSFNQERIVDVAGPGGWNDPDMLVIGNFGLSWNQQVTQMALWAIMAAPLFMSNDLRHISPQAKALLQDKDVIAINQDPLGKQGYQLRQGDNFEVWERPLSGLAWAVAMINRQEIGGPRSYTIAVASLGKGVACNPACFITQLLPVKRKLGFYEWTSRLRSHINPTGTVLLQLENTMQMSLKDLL
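Inhibition or activation of alpha-galactosidase in human spleen homogenate is scored by 4-MU fluorescence after 40 min at 37C, pH 5.0, with 1 mM substrate. AC50s come from concentration-response fitted to the Hill equation.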
* hit, by the source's call; ? = inconclusive; nt = not tested or not shown; [ ] = remark or other dose. The call rests on the fitted dose curve; in most records, active means well fitted curve in the direction sought with a large enough effect; inconclusive means small, poorly fitted or top-dose-only effect, or another doubt; inactive means no such curve, though single readings can be large; an effect the other way counts as inactive or inconclusive. Potency means the concentration at half of the fitted maximal effect. Compounds were not picked by outcome. About 3.3% of those tested had a hit in this group.

nr	compound	HTT cytoprotect	Tau FP inhib	Tau ThT inhib	aGlu spleen mod
1	CCN1C(=O)C(NC(C)=O)c2cc(OC)ccc21 (stereo unspecified)	-6%[0.074 µM]	3%	-2%	2%
2	CCOC(=O)c1c(CN2CCN(C)CC2)oc2ccc(OC)cc12	-14%[10 µM]	-4%	1%	6%
3	O=C(CSC(=S)N1CCOCC1)Nc1nccs1	-4%[10 µM]	-1%	nt	5%
4	COC(=O)c1ccc(Cl)cc1N(Cc1c(F)cccc1Cl)S(C)(=O)=O	12%[10 µM]	-6%	-9%	-2%
5	NS(=O)(=O)c1cccc(NS(=O)(=O)c2cccc(C(F)(F)F)c2)c1	9%[10 µM]	4%	2%	-1%
6	CCOc1ccc(CNC(=O)c2cnc(SC)nc2C)cc1	nt	5%	-5%	nt
7	N=C1C(c2nc(-c3ccc(Cl)cc3)cs2)=C(O)CN1CCCN1CCOCC1	-28%[10 µM]	?	?	-2%
8	Cc1ccc(OCCn2cnc3ccccc3c2=O)c([N+](=O)[O-])c1	7%[0.074 µM]	-13%	-3%	6%
9	COC(=O)c1ccc(NC(=O)CN2CCN(c3ccccc3C)CC2)cc1	15%[10 µM]	-13%	?	5%
10	CCOC(=O)c1c(C)c(-c2ccccc2)n(CC(=O)Nc2cc(C)ccc2OC)c1C	nt	-2%	-10%	nt

nr	Tau fluor counter	GAA inh	GAA glycogen mod	aGal spleen mod
1	3%	2%	7%	-3%
2	2%	-2%	5%	7%
3	0%	nt	5%	3%
4	-20%	-5%	-14%	0%
5	3%	nt	5%	0%
6	3%	nt	16%[76.3 µM]	nt
7	?	-15%	-8%	5%
8	2%	-1%	-1%	7%
9	-24%	-12%	-9%	4%
10	-19%	nt	-11%[76.3 µM]	nt

An excerpt from above in order of heavy-atom count, smallest number first:
nr	compound	HTT cytoprotect	Tau FP inhib	Tau ThT inhib	aGlu spleen mod
6	CCOc1ccc(CNC(=O)c2cnc(SC)nc2C)cc1	nt	5%	-5%	nt
2	CCOC(=O)c1c(CN2CCN(C)CC2)oc2ccc(OC)cc12	-14%[10 µM]	-4%	1%	6%
7	N=C1C(c2nc(-c3ccc(Cl)cc3)cs2)=C(O)CN1CCCN1CCOCC1	-28%[10 µM]	?	?	-2%

nr	Tau fluor counter	GAA inh	GAA glycogen mod	aGal spleen mod
6	3%	nt	16%[76.3 µM]	nt
2	2%	-2%	5%	7%
7	?	-15%	-8%	5%

Next part
nr	compound	HTT cytoprotect	Tau FP inhib	Tau ThT inhib	aGlu spleen mod
11	Cc1ccccc1C1CCCN(C(=O)c2cc(COc3c(F)cccc3F)on2)C1 (stereo unspecified)	-8%[10 µM]	7%	?	-6%
12	COc1ccc(NC(=O)C(F)(OC)C(F)(F)F)c(OC)c1 (stereo unspecified)	10%	-13%	-13%	8%
13	CCOc1ccc(S(=O)(=O)Nc2ccccn2)c2ccccc12	-32%	3%	-6%	-13%
14	O=C(O)C1C2CCC(C2)C1C(=O)NCc1ccco1 (stereo unspecified)	-63%	-6%	-4%	1%
15	CC1CCC(NC(=O)c2ccc(CS(=O)(=O)c3c(Cl)cccc3Cl)o2)CC1 (stereo unspecified)	nt	0%	0%	nt
16	CC1=C(C(=O)Nc2ccccc2F)C(c2cccs2)NC(=S)N1 (stereo unspecified)	9%	-1%	0%	0%
17	Cn1c(SCC(=O)c2ccccc2)nnc1-c1cccnc1	-24%	-1%	-11%	-3%
18	CN(C)CCCN(C(=O)c1ccco1)c1nc2ccc(F)cc2s1	?	2%	5%	-7%
19	COCc1nc2ccccc2n1Cc1ccccc1	-9%	8%	-8%	1%
20	CCOC(=O)c1ccccc1Oc1c(F)c(F)nc(NCCO)c1F	-5%	-14%	-2%	5%

nr	Tau fluor counter	GAA inh	GAA glycogen mod	aGal spleen mod
11	-25%	2%	-20%	-3%
12	-11%	-5%	3%	7%
13	-2%	0%	?	16%
14	-5%	-3%	15%	8%
15	-9%	nt	-1%[76.3 µM]	nt
16	-3%	4%	-13%	5%
17	-7%	1%	-7%	-6%
18	2%	-4%	1%	-7%
19	-5%	2%	-7%	-3%
20	-19%	-4%	4%	10%

Additional structures
nr	compound	HTT cytoprotect	Tau FP inhib	Tau ThT inhib	aGlu spleen mod
21	COc1cc2c(cc1OC)C(c1cc(OC)c(O)c(OC)c1)CC(=O)N2 (stereo unspecified)	nt	-2%	-6%	nt
22	Cc1ccc(C)[n+](CC(=O)c2ccc(-c3ccccc3)cc2)c1	nt	-2%	3%	5%
23	COc1ccc(NC(=O)CCC(=O)c2ccc(-c3ccccc3)cc2)cc1	1%	-4%	-14%	3%
24	CC1CCCCN1S(=O)(=O)c1ccccc1[N+](=O)[O-] (stereo unspecified)	23%[10 µM]	-2%	1%	-4%
25	Cn1nc(-c2ccccc2)c(/C=N/O)c1Cl	-1%	5%	-2%	nt
26	CCc1ccccc1Nc1nc2cc(Cl)c(Cl)cc2nc1-n1nc(C)cc1C	nt	-7%	1%	nt
27	CC(c1ccccc1)N1C(=O)C2C3C=CC(C4CC34)C2C1=O (stereo unspecified)	-4%[10 µM]	-1%	8%	-2%
28	CCNC(=S)Nc1ccc(S(=O)(=O)Nc2cc(C)nc(C)n2)cc1	-34%[inhibitor]	5%	6%	-16%
29	NC(=NCCc1ccccc1)NS(=O)(=O)c1ccccc1	1%[10 µM]	5%	-5%	-1%
30	COc1cccc(N2CCN(CC(=O)Nc3nnc(-c4ccccc4)s3)CC2)c1	8%[10 µM]	1%	-15%	-6%

nr	Tau fluor counter	GAA inh	GAA glycogen mod	aGal spleen mod
21	-9%	nt	-29%[76.3 µM]	nt
22	4%	11%	1%	-9%
23	-2%	1%	5%	12%
24	0%	-2%	5%	1%
25	-2%	4%	4%	-3%
26	-5%	nt	14%[76.3 µM]	nt
27	10%	12%	-7%	-14%
28	11%	-3%	0%	2%
29	-6%	?	2%	1%
30	?	-11%	-1%	2%

Next part.
nr	compound	HTT cytoprotect	Tau FP inhib	Tau ThT inhib	aGlu spleen mod
31	CC(CNC(=O)c1nnc(Cc2ccc(F)cc2)o1)c1ccccc1 (stereo unspecified)	nt	14%	?	nt
32	CCOCCCNC(=O)CN1C(=O)CSc2ccccc21	-8%	-4%	-6%	2%
33	CCOc1ncccc1C(=O)Nc1ccc(S(=O)(=O)N2CCCC2)cc1	-26%	-1%	-1%	-2%
34	COc1cc(OC)cc(C(=O)OCC(=O)Nc2ccc(F)cc2F)c1	8%[10 µM]	?	-7%	1%
35	Cc1cc(C)cc(NC(=O)c2ccc(CNc3c(N4CCCC4)c(=O)c3=O)cc2)c1	25%[10 µM]	4%	nt	-4%
36	O=C(Nc1cccnc1Cl)C1c2ccccc2Oc2ccccc21	-2%	-9%	-3%	-6%
37	Cc1cccc(C(=O)Nc2cc3c(cc2N2CCCCC2)n(C)c(=O)c(=O)n3C)c1	nt	-3%	-14%	nt
38	COc1ccc(Nc2cc(C(=O)N3CCc4ccccc4C3)c3ccccc3n2)c(OC)c1	16%[10 µM]	14%	?	9%
39	CCOc1ccc(-c2cc(N3C(=O)Nc4ccccc4N3O)on2)cc1	-106%[inhibitor]	2%	?	0%
40	COc1cc(NC(=O)c2ccc3oc(=O)c(S(=O)(=O)c4ccccc4)cc3c2)cc(OC)c1	nt	-14%	15%	nt

nr	Tau fluor counter	GAA inh	GAA glycogen mod	aGal spleen mod
31	-6%	nt	15%[76.3 µM]	nt
32	-5%	4%	5%	-13%
33	4%	-2%	6%	-8%
34	-11%	4%	6%	0%
35	-8%	nt	2%	7%
36	-17%	1%	2%	-5%
37	0%	nt	15%[76.3 µM]	nt
38	?	?	-16%	8%
39	-13%	?	9%	-1%
40	?	nt	14%[76.3 µM]	nt

Whole records, quoted from the list.
Record of Cc1cccc(C(=O)Nc2cc3c(cc2N2CCCCC2)n(C)c(=O)c(=O)n3C)c1 → HTT cytoprotect = nt; Tau FP inhib = -3%; Tau ThT inhib = -14%; aGlu spleen mod = nt; Tau fluor counter = 0%; GAA inh = nt; GAA glycogen mod = 15%[76.3 µM]; aGal spleen mod = nt
Record of CCOCCCNC(=O)CN1C(=O)CSc2ccccc21 → HTT cytoprotect = -8%; Tau FP inhib = -4%; Tau ThT inhib = -6%; aGlu spleen mod = 2%; Tau fluor counter = -5%; GAA inh = 4%; GAA glycogen mod = 5%; aGal spleen mod = -13%

(continued)
nr	compound	HTT cytoprotect	Tau FP inhib	Tau ThT inhib	aGlu spleen mod
41	COc1ccc(-c2cc(=O)oc(-c3cccc(C)c3)n2)cc1	8%[10 µM]	-5%	-18%	-3%
42	Cc1cc(N2C(=O)C(O)=C(C(=O)c3cccs3)C2c2cccc(O)c2)no1 (stereo unspecified)	9%	-3%	-5%	0%
43	FC(F)(F)c1cccc(N2CCN(C(=S)NC3CCCCC3)CC2)c1	-2%[10 µM]	-1%	-8%	-7%
44	CCCCS(=O)CC(O)CSc1nc(-c2ccc(OC)cc2)cc(-c2ccccc2)c1C#N (stereo unspecified)	nt	-7%	-4%	nt
45	COC(=O)C1CCN(Cc2ccc(OCCCN3CCN(c4ccc([N+](=O)[O-])cc4)CC3)cc2)CC1	-17%	8%	4µM*	-15%
46	Cc1ccc(C)c(-n2c(Cc3cccs3)n[nH]c2=S)c1	-1%[10 µM]	0%	-8%	-1%

nr	Tau fluor counter	GAA inh	GAA glycogen mod	aGal spleen mod
41	-12%	-2%	11%	-7%
42	0%	-6%	-3%	-9%
43	?	-6%	3%	-5%
44	-19%	nt	7%[76.3 µM]	nt
45	-8%	-15%	0%	-15%
46	-5%	-2%	-8%	6%
